IMPase Li cell: cell-permeable IMPase inhibitors with lithium potentiation; CHO-M1 cells, IP1 TR-FRET (IP-One), carbachol + lithium; Potency, µM (top dose mostly 59.4 µM), without a hit: at the highest dose activity, negative = IMPase inhibition, usual class: inhibitors; actives 0.35% (n = 210,000);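 further: IP1 builds up when IMPase is blocked and the TR-FRET signal falls; plate controls were basal vehicle for no effect and high inhibitor control for full effect; nearly all actives have a fitted effect of over 50% in size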
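Lithium-sensitised IP1 accumulation assay; M1-expressing CHO cells treated 30 min at 37C with compound. Competitive antibody detection by time-resolved FRET followed a 10 min room-temperature lysis step.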
JMJD2E inh: blocks human JMJD2E demethylase activity. JMJD2E catalytic domain, FDH-coupled NADH fluorescence (FDH is formaldehyde dehydrogenase). Potency, µM (series often up to 57.1 µM), for the others: at the highest dose activity change, negative = inhibition, usual class: inhibitors. B2RXH2. actives 1.6% (n = 230,000). AID 2147; active means well fitted inhibition curve with a large enough effect, not every such curve was filed as active; inconclusive means small, poorly fitted or top-dose-only effect, or another doubt; inactive means no such curve, though single readings can be large or run the other way;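 further: 0% = wells with enzyme and -100% = buffer wells without enzyme; nearly all actives have a fitted effect of over 50% in size; many of its hits are not listed in these tables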
Target sequence (B2RXH2 1-337 limits assumed): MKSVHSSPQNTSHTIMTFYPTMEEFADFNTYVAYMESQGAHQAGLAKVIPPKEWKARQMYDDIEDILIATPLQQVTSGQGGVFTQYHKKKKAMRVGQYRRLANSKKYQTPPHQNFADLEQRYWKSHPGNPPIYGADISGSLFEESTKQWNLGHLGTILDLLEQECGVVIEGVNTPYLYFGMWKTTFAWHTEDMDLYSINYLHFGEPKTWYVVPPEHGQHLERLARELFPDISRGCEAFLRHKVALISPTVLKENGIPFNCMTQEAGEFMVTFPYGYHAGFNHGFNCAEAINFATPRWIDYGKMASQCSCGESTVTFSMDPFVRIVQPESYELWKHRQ
KinaseGlo FLuc: counter-screen: inhibitors of Kinase-Glo firefly luciferase; Q27757; Kinase-Glo luciferase, ATP luminescence, 8 min; Potency, µM (doses to about 38.3 µM), without a hit: at the highest dose activity change, negative = inhibition, most hits filed as inhibitors; actives 0.28% (n = 200,000); AID 1379; further: on the % scale 0 is the no-effect control and ±100 the full control effect; nearly all actives have a fitted effect of over 60% in size
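Luminescence was the read-out, taken after 8-minute incubation at ambient temperature. Luciferase turned over luciferin with 10 uM ATP in imidazole pH 7.2 buffer containing KCl, MgCl2, Tween 20 and BSA.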
RECQ1 inh: inhibitors of human RECQ1 DNA helicase. RECQ1 DNA unwinding, red fluorescence kinetic read. Potency, µM (top dose mostly 57.3 µM), for inactives: at the highest dose activity, negative = inhibition, actives largely listed as inhibitors. actives 0.54% (n = 240,000);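 further: plate controls were vehicle for no effect and no enzyme for full effect; nearly all actives have a fitted effect of over 30% in size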
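RECQ1T1 50 nM; forked duplex (20 bp + 30-nt ss tails) 200 nM, ATP 2 mM final; pH 8.0, 2 mM MgCl2, 2.5 ug/ml poly(dI-dC); 15 min compound preincubation; discontinuous kinetic read over 2 h at RT.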
NPSR antag: blocks cAMP signaling of the human neuropeptide S receptor. CHO-NPSR cells, cAMP TR-FRET, antagonist mode. Potency, µM (series often up to 38.3 µM), inactives show top-dose activity change, negative = inhibition, hits mostly inhibitors. actives 1% (n = 220,000). AID 1461; further: on the % scale 0 is the no-effect control and ±100 the full control effect; nearly all actives have a fitted effect of over 50% in size; many of its hits are not listed in these tables
Target sequence (Q6W5P4 whole entry, looked up): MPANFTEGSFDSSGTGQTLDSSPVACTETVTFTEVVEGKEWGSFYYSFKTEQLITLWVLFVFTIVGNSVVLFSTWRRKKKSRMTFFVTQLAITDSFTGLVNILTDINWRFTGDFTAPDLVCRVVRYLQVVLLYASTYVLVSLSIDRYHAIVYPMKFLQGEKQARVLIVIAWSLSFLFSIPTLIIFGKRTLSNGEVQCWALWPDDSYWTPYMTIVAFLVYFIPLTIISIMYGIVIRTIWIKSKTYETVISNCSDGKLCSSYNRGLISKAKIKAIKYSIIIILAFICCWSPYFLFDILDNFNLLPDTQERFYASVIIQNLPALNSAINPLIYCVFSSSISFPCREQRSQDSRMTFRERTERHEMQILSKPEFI
RGS12 GoLoco inh: RGS12 GoLoco-Gai1 interaction inhibition | P63096 | Gai1:RGS12 GoLoco peptide FP, rhodamine, 10 min | Potency, µM (top dose mostly 61.6 µM), for inactives: at the top dose activity, negative = inhibition, most hits filed as inhibitors | actives 0.44% (n = 230,000) | AID 880; active means well fitted inhibition curve with a large enough effect, not every such curve was filed as active; inactive means no such curve, though single readings can be large or run the other way; further: on the % scale 0 is the no-effect control and ±100 the full control effect; nearly all actives have a fitted effect of over 30% in size; many of its hits are not listed in these tables
Target sequence (P63096 whole entry, looked up): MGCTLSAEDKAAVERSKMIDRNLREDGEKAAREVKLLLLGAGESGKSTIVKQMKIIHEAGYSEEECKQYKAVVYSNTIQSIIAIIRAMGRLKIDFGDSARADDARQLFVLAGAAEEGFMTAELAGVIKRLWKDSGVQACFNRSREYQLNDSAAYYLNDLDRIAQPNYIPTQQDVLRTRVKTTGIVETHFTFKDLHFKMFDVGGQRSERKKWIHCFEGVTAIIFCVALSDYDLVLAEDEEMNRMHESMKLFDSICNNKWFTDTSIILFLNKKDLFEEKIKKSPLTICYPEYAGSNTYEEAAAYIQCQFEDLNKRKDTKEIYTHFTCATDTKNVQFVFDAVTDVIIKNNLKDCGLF
Epigenetic reg: epigenetic control regulation, reporter derepression; murine LDR cells, GFP reporter derepression, 30 h; Potency, µM (titrated, usually from 53.9 µM), inactives show at the highest dose GFP activation, usual class: activators; actives 0.2% (n = 280,000); further: % of control where 0% means no effect; nearly all actives have a fitted effect of over 60% in size
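Readout is the number of GFP-expressing murine LDR cells, counted by cytometry following washing. Cells were treated with compound for 30 h at 37 C; the stably integrated CMV-GFP locus is normally silent.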
SMN2 splice up: enhancers of SMN2 splice variant expression. HEK293 SMN2-luciferase splicing reporter, luminescence, 30-36 h. AID 1458. actives 2.8% (n = 210,000). Potency, µM (top dose mostly 46.1 µM), for inactives: top-dose activity change, positive = activation, actives largely listed as activators; further: % of control where 0% means no effect; nearly all actives have a fitted effect of over 55% in size
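HEK293 cells carry an SMN2 minigene-luciferase reporter in which exon 7 inclusion puts luciferase in frame. Cells were seeded at 2000 cells/well, attached for 10-12 hours, then exposed to compounds for 30-36 hours at 37C before ONE-Glo luminescence.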
The depositor's hits bear a star; i = inactive; ? = inconclusive; nt = not tested or not shown; [ ] = dose if it differs, or a comment. Unless noted, the call rests on the fitted dose curve; in most records, active means well fitted curve in the direction sought with a large enough effect; inconclusive means small, poorly fitted or top-dose-only effect, or another doubt; inactive means no such curve, though single readings can be large; an effect the other way counts as inactive or inconclusive. Potency means the concentration at half of the fitted maximal effect. An excerpt, so the mix of outcomes need not match the whole.

entry	smiles	RGS12 GoLoco inh	IMPase Li cell	Epigenetic reg	NPSR antag	KinaseGlo FLuc	SMN2 splice up	JMJD2E inh	RECQ1 inh
1	N#Cc1ccc(CS(=O)(=O)c2nnnn2C2CCCCC2)cc1	-3%	2%	3.4%	nt	-3%	5%	7%	-5%
2	CCCCCCn1c(SCCCC)nc2c1c(=O)[nH]c(=O)n2C	-19%	25%[38.3 µM]	0.0%	-5%[46.1 µM]	-4%	-12%	12%	-5%
3	Cc1cc(C)c(NC(=O)c2ccc(CN3CCc4ccccc4C3)cc2)c(C)c1	1%	38%[38.3 µM]	4.8%	?	-2%	-40%[inhibitor]	-2%	i
4	CCOC(=O)CCCc1ccc(/C(C)=N/NC(N)=S)cc1	2%	nt	?	?	nt	nt	1%	-9%
5	Cc1cccc2c(CC(=O)O)noc12	22%	-6%	-1.3%	23%	-3%	5%	-5%	-19%
6	O=C(COc1ccc(Cl)cc1)Nc1ccc(Cl)cn1	nt	nt	2.6%	-20%[46.1 µM]	nt	nt	-1%	-8%
7	COc1cc2c(c(OC)c1OC)-c1c(cc3c(c1O)OCO3)C[C@@H](C)[C@@H](C)C2	-1%	nt	7.0%	-30%	nt	nt	11%	-13%
8	COc1ccccc1CCc1nnc(CCC(=O)NC(C)Cc2cccs2)o1 (stereo unspecified)	13%	6%	1.9%	-20%	2%	?	9%	-4%
9	CCOc1ccccc1/C=C(/NC(=O)c1ccccc1)C(=O)NC(C)c1ccccc1 (stereo unspecified)	7%	-2%	1.1%	-21%	-5%	21%	-2%	-1%
10	O=C(CSc1ncn[nH]1)N1CCN(S(=O)(=O)c2ccc(Cl)cc2)CC1	-5%	34%[38.3 µM]	2.1%	-4%[46.1 µM]	-2%	-29%	7%	21%
11	COc1ccc(C(C)(C)C)cc1NC(=O)CNc1cccc2ccccc12	12%	0%	0.0%	-48%	1%	-13%	?	?
12	C=CCNC(=S)/C(=C(\[O-])c1ccc(Cl)cc1)[n+]1ccccc1	30%[activator]	nt	-2.4%	-17%	nt	nt	?	-7%
13	CCOc1cc(C2C3=C(CC(C)(C)CC3=O)Nc3n[nH]c(C)c32)ccc1O (stereo unspecified)	-4%	-4%	2.6%	-13%	3%	-22%	?	-1%
14	COc1ccc(-c2cc(-c3ccc(O)cc3)nc(N)c2C#N)cc1OC	11%	8%	5.7%	24%	-1%	nt	?	-4%
15	CCN(CC)P(=O)(Nc1ccc(SC(F)F)cc1)c1ccc(N(C)C)cc1NC(=O)c1ccco1 (stereo unspecified)	51%[activator]	0%	0.0%	5µM*	-1%	-18%	?	-20%
16	CC(C)CNC(=O)c1ccccc1Oc1ccccc1	3%	1%[38.3 µM]	-1.3%	-11%[46.1 µM]	-5%	-12%	10%	-5%
17	COc1cc(OC)cc(C(=O)NCCCN2CCN(CCCNC(=O)c3cc(OC)cc(OC)c3)CC2)c1	11%	7%	-0.8%	7%	-1%	7%	-1%	-4%
18	Cc1nc2ncnn2c(C)c1CCC(=O)N1CCc2ccccc21	-1%	3%[38.3 µM]	-1.1%	-13%[46.1 µM]	1%	-4%	?	-12%
19	CCOC(=O)C(NC(=O)CC(C)C)(Nc1sc2c(c1C(N)=O)CCCC2)C(F)(F)F (stereo unspecified)	-5%	1%	-1.0%	2%	0%	-6%	-2%	3%
20	CCCCSc1nc(CCC)cc(=O)[nH]1	4%	20%[38.3 µM]	5.0%	10%[46.1 µM]	-7%	0%	2%	i

(cont.)
entry	smiles	RGS12 GoLoco inh	IMPase Li cell	Epigenetic reg	NPSR antag	KinaseGlo FLuc	SMN2 splice up	JMJD2E inh	RECQ1 inh
21	Cc1ccc(/C(N)=N/OC(=O)Oc2ccccc2)cc1	-2%	12%[38.3 µM]	-0.2%	-5%[46.1 µM]	-3%	-5%	2%	i
22	O=C(C(Cc1ccccc1)n1cccc1)N1CCCCC1 (stereo unspecified)	6%	-7%[38.3 µM]	-0.2%	-7%[46.1 µM]	-6%	10%	4%	-3%
23	Nc1nc2ccc(S(=O)(=O)N3CCCCC3)cc2s1	-8%	32%[38.3 µM]	7.7%	-20%[46.1 µM]	-1%	-5%	1%	-7%
24	N#Cc1c(C(F)(F)F)cc(-c2cccs2)nc1N1CCCCC1	10%	nt	2.0%	32%	nt	nt	?	-5%
25	Cc1ccc(CNC(=O)CCCCn2c(=O)[nH]c3ccsc3c2=O)cc1	-2%	-4%	-1.4%	3%	-1%	5%	5%	-1%
26	CSc1nc(C)cc(SCC(=O)N/N=C/c2ccccc2)n1	-4%	3%	-1.8%	6%	-1%	-21%	-11%	i
27	C=CCNc1nc(-c2ccc(Cl)cc2)cs1	-1%	-7%[38.3 µM]	2.8%	0%[46.1 µM]	-2%	25µM*	1%	-9%
28	COC(=O)Cc1ccc(NC(=S)N2CCCC(CO)C2)cc1 (stereo unspecified)	nt	nt	-1.8%	2%[46.1 µM]	nt	nt	14%	-1%
29	CC(NC(=O)CN(C)Cc1nc2ccccc2c(=O)[nH]1)c1ccccc1 (stereo unspecified)	-7%	38%[activator][38.3 µM]	-0.3%	2%[46.1 µM]	0%	8%	15%	-2%
30	Cc1cccc2sc(N(CCCN(C)C)C(=O)CN3C(=O)c4ccccc4C3=O)nc12	1%	4%	-2.1%	-28%	0%	-6%	-1%	i
31	COc1ccc(C(=O)c2sc3nc(-c4ccc(OC)cc4)ccc3c2N)cc1	16%	-13%	16%	-12%[46.1 µM]	1%	27%	?	-2%
32	O=C(O)CSC(C(=O)Nc1ccc(Br)cc1)c1ccc(Cl)cc1 (stereo unspecified)	4%	3%	-0.1%	12%	3%	6%	5%	12%
33	c1ccc(CCc2nc(-c3cccnc3)no2)cc1	7%	-1%[38.3 µM]	0.9%	-9%[46.1 µM]	0%	15%	3%	-10%
34	COC(=O)CSCc1nc2ccccc2[nH]c1=O	-6%	-1%	25µM*	13%	2%	-2%	?	-3%
35	Cc1ccc(S(=O)(=O)CC(O)COc2ccc(F)cc2Cl)cc1 (stereo unspecified)	12%	1%	-0.7%[10.1 µM]	6%	0%	-3%	1%	i
36	COCCCNC(=O)Cc1coc2ccc3ccccc3c12	5%	3%	-0.1%	-12%	4%	-3%	-14%	i
37	CC1(C)CC(=O)C(C=NCCc2ccccn2)=C(O)C1	5%	14%[38.3 µM]	2.0%	4%[46.1 µM]	1%	7%	1%	-1%
38	O=S(=O)(c1ccccc1)N1CCC2(CCCN(c3cccc(-c4ccccc4)c3)C2)CC1	30%	2%	nt	nt	0%	-1%	nt	-2%
39	CCCCOC(=O)C1C2C=C[C@]3(CN(C(C)c4ccc(OC)cc4)C(=O)[C@H]13)O2 (stereo partly specified)	3%	-3%[38.3 µM]	0.4%	-6%[46.1 µM]	-3%	1%	0%	-3%
40	CCCC1CC(C#N)N(N(C)C)C1=C(C#N)C#N (stereo unspecified)	5%	nt	-1.4%	23%	nt	nt	8%	4%

Pulled by compound from above (two):
entry	smiles	RGS12 GoLoco inh	IMPase Li cell	Epigenetic reg	NPSR antag	KinaseGlo FLuc	SMN2 splice up	JMJD2E inh	RECQ1 inh
16	CC(C)CNC(=O)c1ccccc1Oc1ccccc1	3%	1%[38.3 µM]	-1.3%	-11%[46.1 µM]	-5%	-12%	10%	-5%
34	COC(=O)CSCc1nc2ccccc2[nH]c1=O	-6%	-1%	25µM*	13%	2%	-2%	?	-3%

Going on with the list:
entry	smiles	RGS12 GoLoco inh	IMPase Li cell	Epigenetic reg	NPSR antag	KinaseGlo FLuc	SMN2 splice up	JMJD2E inh	RECQ1 inh
41	CC1=C(C(=O)Nc2ccccn2)C(c2cn(C)nc2C)C2=C(CCCC2=O)N1 (stereo unspecified)	19%	-4%	2.5%	15%	-2%	3%	-32%	10%
42	CCOC(=O)N1CCN(C(=O)CSCC(=O)N=c2sc3ccccc3n2C)CC1	-5%	-2%[38.3 µM]	-0.9%	-30%[46.1 µM]	-2%	-25%	2%	2%
43	O=C(NC(=S)Nc1ccccc1N1CCOCC1)c1ccco1	15%	-4%	-1.0%	40%	5%	10%	4%	-5%
44	COc1ccc2nc(NC(=O)c3cc(S(=O)(=O)N4CCOCC4)ccc3C)sc2c1	-4%	10%[38.3 µM]	3.0%	-16%[46.1 µM]	15%	-49%[inhibitor]	121%[activator]	-5%
45	Cc1cccc(NC(=O)N(Cc2nc3ccccc3c(=O)[nH]2)C2CCCC2)c1	7%	-12%[38.3 µM]	-1.1%	-12%[46.1 µM]	-11%	-8%	105%[activator]	-3%
46	C=C(c1ccc(OCCO)cc1)c1ccc(OCCO)cc1	0%	-2%[38.3 µM]	2.0%	-8%[46.1 µM]	-1%	2%	1%	i
47	CC(=O)Nc1ccc(S(=O)(=O)N2CCN(c3ccccn3)CC2)cc1	-1%	17%[38.3 µM]	1.9%	-7%[46.1 µM]	-3%	-29%	4%	i
48	CC1=CCP(=O)(c2ccccc2)C1 (stereo unspecified)	4%	4%[38.3 µM]	0.0%	-1%[46.1 µM]	-2%	14%	7%	i
49	O=C(CNC(=O)c1ccc(Cl)cc1Cl)NCC(=O)Nc1ccccc1N1CCOCC1	3%	2%[38.3 µM]	0.6%	-4%[46.1 µM]	0%	-1%	5%	-5%
50	Cc1ccc(C)c2nc(N3CCCC3)c(C#N)cc12	-6%	-7%[38.3 µM]	0.7%	?	-3%	-11%	?	-11%
51	CC1=NN(Cc2ccccc2)C(=O)C1C(c1ccccc1)C(C#N)C#N (stereo unspecified)	11%	-2%[38.3 µM]	-1.2%	8%[46.1 µM]	-1%	-7%	-3%	-9%
52	CCS(=O)(=O)c1ccc(O)c(NC(=O)/C=C/c2ccc(Cl)cc2)c1	-2%	nt	1.1%	-21%	nt	nt	?	i
53	Cc1cc(C)cc(N(C(=O)c2snc(C(N)=O)c2N)C(C(=O)NCC2CCCO2)c2cccs2)c1 (stereo unspecified)	8%	-10%	3.2%	-24%	1%	-16%	?	-17%
54	COc1cccc(-c2oc3ccccc3c(=O)c2O)c1	8%	9%	7.8%	nt	-5%	nt	?	2%
55	Cc1ccccc1-c1nnc(SCc2ccc(F)cc2)o1	5%	29%[38.3 µM]	1.1%	-18%[46.1 µM]	3%	-9%	3%	-1%
56	COc1ccccc1NC(=S)N(Cc1ccco1)Cc1cc2cccc(C)c2[nH]c1=O	11%	5%	6.6%	-10%	-2%	0%[1.84 µM]	-8%	-10%
57	CCOc1cc(CNCC2CCCO2)cc(Br)c1OCC(N)=O (stereo unspecified)	9%	2%[38.3 µM]	-1.1%	5%[46.1 µM]	-5%	3%	9%	10%
